# hcGAS inh: inhibitors of human cGAS; Q8N884; recombinant h-cGAS, ATP depletion, Kinase-Glo luminescence; inhibition, % at 12.5 µM; 0.081% of 290,000 active;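 also: 0% = vehicle reaction and 100% = reaction without DNA for no activity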
# Target sequence (Q8N884 whole entry, looked up): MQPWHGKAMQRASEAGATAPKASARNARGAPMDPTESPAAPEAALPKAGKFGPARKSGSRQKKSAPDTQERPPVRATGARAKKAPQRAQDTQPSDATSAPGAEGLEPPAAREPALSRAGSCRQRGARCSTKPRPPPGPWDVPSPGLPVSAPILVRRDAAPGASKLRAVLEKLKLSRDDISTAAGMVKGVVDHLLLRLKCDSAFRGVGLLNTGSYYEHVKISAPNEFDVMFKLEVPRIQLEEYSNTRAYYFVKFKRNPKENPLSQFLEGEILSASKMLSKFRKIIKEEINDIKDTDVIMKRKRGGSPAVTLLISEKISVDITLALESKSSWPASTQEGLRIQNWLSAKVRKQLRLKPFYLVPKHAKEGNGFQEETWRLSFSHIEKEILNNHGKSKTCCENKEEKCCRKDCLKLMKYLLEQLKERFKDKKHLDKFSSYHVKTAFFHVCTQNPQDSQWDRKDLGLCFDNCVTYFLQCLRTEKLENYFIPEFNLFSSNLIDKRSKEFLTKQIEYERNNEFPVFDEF
# NPYLR7 ag: mosquito NPYLR7 agonism | 0.15% of 270,000 active | HEK293T NPYLR7/Galpha15, GCaMP6s calcium fluorescence | activation, % at 10 µM; in the data active = activation above about 40%;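 also: 0% = vehicle and 100% = reference agonist at the receptor; some compounds past the cut are filed as inactive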
# mcGAS inh: blocks mouse cGAS activity | recombinant cGAS, Kinase-Glo ATP depletion luminescence | inhibition, % at 12.5 µM | 0.15% of 160,000 active | AID 1259399;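 also: 0% = negative control wells and 100% = reference inhibitor with no enzyme activity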
# * = called active by the depositor; nt = not tested or not shown. Rule as the data show it, unless noted: active = inhibition above about 40%; inactive = the rest.
SMILES,hcGAS inh,NPYLR7 ag,mcGAS inh
CC(=O)NC(=Nc1nc(C)cc(C)n1)Nc1ccccc1Cl,-4,0,nt
Cc1cc(NC(C)c2cn3ccsc3n2)nc(-c2cccnc2)n1 (stereo not drawn),-5,12,-9
CC1CN(C(=O)CN2CCc3sccc3C2c2cccc(F)c2)CCN1S(=O)(=O)c1ccc(Cl)cc1 (stereo not drawn),5,-4,-2
O=C(c1ccc2[nH]c(=O)[nH]c2c1)N1CCOC(CCCc2ccccc2)C1 (stereo not drawn),-7,nt,-11
COc1cc(OC)nc(C(NC(=O)C2CCN(Cc3ccc(N(C)C)cc3)CC2)c2ccc(F)cc2)n1 (stereo not drawn),-1,0,-4
CCN1CCN(c2c(CN(CC(C)C)C(=O)c3ccco3)c(C)nn2-c2cccc(F)c2)CC1,-8,-1,-6
Cc1ccccc1NC(=O)c1ccc(-n2nc(-c3ccc(Cl)c(Cl)c3)cc2N)cc1,-7,-7,nt
COc1ccc(C(=O)CSc2ccc(-c3ccc(C)cc3)nn2)cc1,-1,2,-7
COc1ccc(C)cc1N1C(=O)CSC1c1cccc(NC(=O)Nc2ccc(Cl)c(Cl)c2)c1 (stereo not drawn),-6,20,-4
CCCCCCCCNC(=O)c1ccc(Br)o1,-7,19,nt
CC(C)(C)NS(=O)(=O)c1ccc(C2=NC(=Cc3ccsc3)C(=O)O2)cc1,-4,15,nt
O[C@H]1C=C2CO[C@@H](c3ccccn3)C[C@H]2C1,-2,6,-5
Cc1ccc(/C=C/S(=O)(=O)NCCCn2nc(-c3ccccc3)ccc2=O)cc1,4,-2,nt
CC1CC(C)CN(C(=O)CSc2nnc(-c3ccncc3)n2C)C1 (stereo not drawn),-3,9,nt
Cc1ccc2c(c1)CCN1C(=O)CN(C(=O)c3cccc(C)c3C)CC21 (stereo not drawn),-6,12,-4
CC(C)CN(CC(=O)N(Cc1ccc(F)cc1)Cc1ccco1)C(=O)Nc1ccc(C(C)C)cc1,-2,nt,-4
CC(C)COCC(O)CN(Cc1ccccc1Cl)C(C)C (stereo not drawn),1,-3,-3
CC(C)CC(=O)N1CCSC12CCN(C(=O)c1ccccc1F)CC2,-8,10,-6
CN(Cc1cccc2cccnc12)C(=O)c1ccc2nc(C3CC3)oc2c1,-5,3,nt
O=C(/C=C/c1ccc([N+](=O)[O-])cc1)Nn1cnc2c(cnn2-c2ccccc2)c1=O,-6,10,nt
CNc1ncccc1C(=O)N1CCOC(CC2CCCCC2)C1 (stereo not drawn),-8,5,-14
C=CCCC(=O)N1CCC(CCc2ccc(-c3ccccc3)cc2)CC1,4,4,1
Cc1nc(CNC(=O)c2cccc(Cn3cccn3)c2)cs1,1,-1,nt
O=C(N[C@H]1CN[C@H](C(=O)NCCCn2ccnc2)C1)c1cccc(Cl)c1,1,-5,nt
CCOC(=O)c1c(NC(=O)c2cc(Cl)cc(Cl)c2)sc2c1CCCC2,2,-5,-1
CCCCC(=O)N1CCN(c2cc(Cl)nc(SCC(=O)N3CCN(c4ccccc4Cl)CC3)n2)CC1C (stereo not drawn),-8,nt,-5
Cc1cc(NC(=O)c2cccc(S(=O)(=O)C(C)C)c2)no1,-5,-4,-7
CC(C)(CCl)C(=O)N1CCN(c2nc(C3CCOCC3)nc3c2cnn3-c2ccccc2)CC1,-5,-10,-10
CCN(Cc1ccc(F)c(F)c1)C(=O)Cc1[nH]nc2ccccc12,-6,6,nt
O[C@@H]1CN(Cc2cn[nH]c2-c2ccccc2)CC[C@H]1c1ccc(F)cc1,-7,7,-10
CC(C)(C)NC(=O)N1CCn2cccc2C1c1ccc(F)c(F)c1 (stereo not drawn),-7,7,nt
COc1cccc(-c2nc3ccc(-c4ccccc4)cn3c2CCC(=O)O)c1,-1,26,nt
CCOC(=O)c1[nH]c(C)c(C(=O)C(C)N(CCOC)C(=O)c2cccc(C(F)(F)F)c2)c1C (stereo not drawn),-9,-2,-5
COc1ccc(Nc2ncc3c(n2)CN(C(=O)NCCc2ccc(OC)c(OC)c2)C3)cc1,-5,-5,-2
O=C(c1cccc2ccnn12)N(CC#Cc1ccccc1)C1CC1,-5,4,-16
COC(=O)CC(C)NC(=O)Nc1cccc(OCC(F)(F)F)c1C (stereo not drawn),-4,2,nt
Cc1cc(C=O)c(C)n1NC(=O)c1ccccc1,-4,1,nt
Cc1ccsc1[C@@H]1CCN(C(=O)c2cc(=O)[nH]c3ccc(F)cc23)C[C@H]1O,-8,15,nt
COc1cccc(N=c2scc(C)n2Cc2cccnc2)c1,-10,11,-16
CC1C2CC3(C)CC1(C)CC(C1(C)CC(=O)O1)(C2)C3 (stereo not drawn),-6,0,nt
COc1ccc(NC(=O)C2CCN(C(=O)CCNC(=O)C34CC5CC(CC(C5)C3)C4)CC2)cc1,0,6,-4
Cc1cccc(N2CCN(Cc3nncn3C)CC2)c1C,-13,7,nt
CCN(CC)CCNc1ncnc2sc3c(c12)CC(C)(C)OC3,-1,0,nt
CCOC(=O)C1CCN(C(=O)c2coc(CN(Cc3ccc(F)cc3)Cc3cc(OC)ccc3OC)n2)CC1,-1,nt,-3
COCC(=O)Nc1cc(C(=O)N(C)Cc2cc3ccccc3s2)c2c(c1)nc(C1CCC1)n2C,2,1,-2

# In the list so far, 2 have a CF3 group:
SMILES,hcGAS inh,NPYLR7 ag,mcGAS inh
CCOC(=O)c1[nH]c(C)c(C(=O)C(C)N(CCOC)C(=O)c2cccc(C(F)(F)F)c2)c1C (stereo not drawn),-9,-2,-5
COC(=O)CC(C)NC(=O)Nc1cccc(OCC(F)(F)F)c1C (stereo not drawn),-4,2,nt

# Of the compounds above, these contain a furan ring, fused or not.
SMILES,hcGAS inh,NPYLR7 ag,mcGAS inh
CCN1CCN(c2c(CN(CC(C)C)C(=O)c3ccco3)c(C)nn2-c2cccc(F)c2)CC1,-8,-1,-6
CCCCCCCCNC(=O)c1ccc(Br)o1,-7,19,nt
CC(C)CN(CC(=O)N(Cc1ccc(F)cc1)Cc1ccco1)C(=O)Nc1ccc(C(C)C)cc1,-2,nt,-4

# Other records.
SMILES,hcGAS inh,NPYLR7 ag,mcGAS inh
C=CCNC(=S)NC(=O)c1ccco1,-1,8,nt
COc1ccc(N2CCN(C(=O)c3ccccc3N3CCC(NC(=O)Cc4ccccc4)CC3)CC2)cc1,-5,-2,nt
CCN(CC)C(=O)c1c(C)nc2ccccc2c1-c1ccccc1,-8,5,nt
Cc1oc(-c2ccc(C(F)(F)F)cc2)nc1CN1CCC(c2nc3ccccc3[nH]2)CC1,-1,7,-15
O=C(CCS(=O)(=O)c1ccc(Cl)cc1)N(Cc1ccccn1)c1nc2ccccc2s1,-8,-4,-8
O=C(c1cc(=O)c2ccccc2o1)N1CCN(c2nccn2-c2cccc(Cl)c2)CC1,-7,4,-11
O=C(O)C1CC2(CCNCC2)CN1C(=O)CCCc1cn[nH]c1 (stereo not drawn),-5,16,nt
C=C1c2ccccc2C(=O)N1C(C)C(=O)Nc1ccc(Cl)c(Cl)c1 (stereo not drawn),-2,2,nt
COc1cc2c(cc1OC)C(CNC(=O)Cc1ccccc1)N(Cc1cccc(C)c1)CC2 (stereo not drawn),3,nt,2
CCc1ccc(-c2ccc(C(=O)Nc3cc(C(N)=O)sc3C)o2)cc1,4,1,0
CC(C)(C)c1csc(CCNC(=O)CC2(Cn3cnnn3)CCCCC2)n1,6,nt,-2
CCn1c(C2CCCN(S(=O)(=O)N3CCN(C)CC3)C2)nn(C)c1=O (stereo not drawn),-4,nt,-10
CCCOc1ccc(C2C(C(=O)OC(C)C)=C(C)NC3=C2C(=O)CCC3)cc1OC (stereo not drawn),1,-4,0
Cc1sc2nc(CSc3nnc4ccccn34)[nH]c(=O)c2c1C,-3,-2,nt
CC(=O)OC(C(=O)N1CCC(c2nc(-c3ccc(F)c(F)c3)no2)CC1)c1ccccc1 (stereo not drawn),-5,-4,-6

# Compound profiles, from the list above.
# Profile of O=C(CCS(=O)(=O)c1ccc(Cl)cc1)N(Cc1ccccn1)c1nc2ccccc2s1 = hcGAS inh: -8; NPYLR7 ag: -4; mcGAS inh: -8
# Profile of COc1ccc(N2CCN(C(=O)c3ccccc3N3CCC(NC(=O)Cc4ccccc4)CC3)CC2)cc1 = hcGAS inh: -5; NPYLR7 ag: -2; mcGAS inh: nt
# Profile of CCn1c(C2CCCN(S(=O)(=O)N3CCN(C)CC3)C2)nn(C)c1=O (stereo not drawn) = hcGAS inh: -4; NPYLR7 ag: nt; mcGAS inh: -10

# Further results follow:
SMILES,hcGAS inh,NPYLR7 ag,mcGAS inh
Cc1ccc(C(C2Sc3nc(C)nn3C2=O)N2CC(C)OC(C)C2)cc1 (stereo not drawn),-10,0,nt
CCOC(=O)N1CCC(NC(=O)C2CC23CCN(C(=O)CCc2ccc(C)cc2)CC3)CC1 (stereo not drawn),-3,25,-7
Cc1c(C(=O)OCC(=O)NC(N)=O)oc2ccccc12,-1,-1,-6
CCCN1CCc2nc(-c3ccccc3)n(CC(=O)Nc3cc(C)ccc3OC)c(=O)c2C1,-4,0,-2
Cc1ccc2oc(C(=O)NC(CCn3cncn3)c3ccccc3)c(C)c2c1 (stereo not drawn),-1,-2,-7
CCN1CCN(c2ncnc(N(CC)CC)c2N)CC1,0,10,nt
Cc1cc(C)c(S(=O)(=O)Nc2ccc(F)c(S(=O)(=O)N3CCOCC3)c2)c(C)c1,-8,0,-6
COc1ccc(NC(=O)N2CCN(Cc3ccc(C#N)cc3)CC2)cc1F,-7,3,nt
O=C(NCc1ccc2c(c1)OCO2)c1ccccc1N1CCC(NC(=O)C2CC2)CC1,-6,-11,-6
CC(=O)c1ccc(OC(=O)COc2ccc(Oc3ccc(C)cc3)cc2)cc1,-5,3,-4
Cc1cc(F)ccc1S(=O)(=O)NC1CCC(C(F)(F)F)CC1 (stereo not drawn),-15,-2,nt
O=C(NCc1cccs1)C1CCN(S(=O)(=O)N2CCC3(CC2)OCCO3)CC1,-4,nt,-3
COc1ccc(C(=O)N(CC2CCN(Cc3ccccc3C)CC2)CC2CCCO2)cc1 (stereo not drawn),-5,20,-8
Cc1ccc2ncc(C(=O)NCC(C)C)c(=O)n2c1,-11,1,-8
Cc1[nH]nc(C(=O)N2CCCN(Cc3ccccc3)CC2)c1Br,-7,16,-17
Cc1cc(C(=O)COC(=O)Cn2ccc(=O)[nH]c2=O)c(C)n1Cc1ccc2c(c1)OCO2,6,-6,nt
COCCN(Cc1cc(NC(=O)C2CC2)ccc1N(C)C)S(=O)(=O)c1cccc(Cl)c1,-2,-6,-4
Cc1cccc(-c2nc(C)cc(N3CCN(S(=O)(=O)c4ccc(Br)cc4)CC3)n2)c1,-11,-4,-7
COC(=O)c1c(NC(=O)Cn2cnc([N+](=O)[O-])n2)sc2c1CCCC2,-5,-4,-5
O=C1NC2(CCN(Cc3cccc(F)c3F)CC2)Nc2cc(Cl)ccc21,-8,8,-7
COCCNC(=O)c1cccc(Nc2c(Oc3cccc(OC)c3)cnn(-c3ccccc3)c2=O)c1,-3,4,-3
O=C(NC1CCCN(CCCc2ccccc2)C1)c1ccc(N2CCOCC2)cc1 (stereo not drawn),-6,-3,-11
Cc1ccccc1Cn1cc(C(=O)NC(Cn2ccnc2)c2ccccc2)nn1 (stereo not drawn),-7,-2,nt
COc1cccc(N2CCN(C(=O)c3cccc(Cl)c3)C(C)C2=O)c1 (stereo not drawn),-7,12,-5
CCCC(C)Nc1ncnc2sc3c(c12)CCC(C)C3 (stereo not drawn),-7,-12,nt
COC(=O)N1CCC(Nc2nc(C)nc3sc4c(c23)CCC4)CC1,-8,-20,nt
CCC(C)NC(=O)CSc1nnc(NCc2ccc(OC)cc2)s1 (stereo not drawn),-1,5,nt
O=C(NC1CCN(c2ccccc2C(=O)NCc2ccc(F)cc2)CC1)c1ccc(C(F)(F)F)cc1,2,-11,-3
Nc1c(Cl)ncnc1NCCCn1ccnc1,3,-1,nt
CCOC(=O)CNC(=O)N(CC(=O)N(Cc1ccc2c(c1)OCO2)Cc1cccs1)CC(C)C,-7,16,-5
Nc1nnc(SCC(=O)C23CC4CC(CC(C4)C2)C3)n1C1CC1,-7,-1,-14
CC(C)c1nc(C2CCCN(C(=O)c3cc(C(C)C)n(C(C)(C)C)n3)C2)no1 (stereo not drawn),-8,3,nt
CC1CN(C(=O)CCCSc2nnc(Cc3ccccc3)n2-c2ccccc2)CCN1C(=O)c1ccc(Br)cc1 (stereo not drawn),-4,4,-4
CC(=O)NCCn1ccnc1-c1ccc(Oc2ncccn2)cc1,-1,14,nt
COc1ccc(-c2cccc(-c3ccc(NC(=O)COCc4ccccc4)cc3)n2)cc1,-3,0,-5
CCC(=O)N(c1nnc(SCC(=O)Nc2oc(C)c3c(C)n[nH]c(=O)c23)s1)C1CC1,1,5,nt
CCCN(C)c1cc(COC)nc(SCc2ccc(C(=O)O)cc2)n1,-1,7,-4
COc1ccc(Oc2cc(N3CCSCC3)ncn2)cc1,-1,4,-2
COc1ccc2c(=O)c3c(=O)n(-c4ccccc4)c(-c4ccccc4)nc3oc2c1,-6,3,nt
Cc1ccc(C2(O)CCN(C(=O)C3=Cc4ccccc4OC=C3)CC2)nc1,-3,7,nt
C=CCn1c(SCC(=O)N2CCOCC2)nc(O)cc1=O,3,8,nt
O=C(NCc1nc2ccccc2n1Cc1ccc(Br)cc1)c1ccco1,-1,-8,nt
CSc1nc2nc3c(cn2n1)C(=O)CC(C)(C)C3,0,-3,nt
Cc1ncncc1C(=O)N1C[C@@H](CN(C)CCN(C)C)[C@@H](CO)C1,-7,nt,-6
C=CCNc1ncnc2c1cnn2-c1ccccc1,-9,6,nt
COc1c2ccoc2cc2oc(C)cc(=O)c12,0,-4,nt
Cc1ccc(NC(=O)c2cc3n(n2)CCN(Cc2c(Cl)cccc2Cl)C3=O)cc1,-6,1,-5
COc1ccccc1C(=O)N1CCC(C(NC(=O)c2ccc3c(c2)OCO3)C(=O)NC2CC2)CC1 (stereo not drawn),2,-6,-1

# Screening results (PubChem BioAssay)
